High-throughput results deposited in PubChem by several laboratories.
NALP1 yeast inh: NALP1 inflammasome inhibitors in reconstituted yeast, colorimetric, S. cerevisiae, triplicate retest; S. cerevisiae NALP1/ASC/caspase-1 growth, X-gal OD620, 72 h; inhibition, % at 10 µM; 0.61% of 280,000 active; AID 2071, 2009; in the data active = inhibition mostly above about 24%, no sharp cut-off; inactive = mostly below about 32%; note: some compounds called inactive have numbers as strong as hits
MEKK2 mut-MEK5: MEK5 binding signal on mutant MEKK2 PB1, primary screen, biochemical, multiplex bead flow cytometry, Alexa488-MEK5; Alexa488-MEK5 binding to MEKK2 mutant; percent response, % at 10 µM; 0.35% of 290,000 active; in the data active = percent response above about 24%, passing the limit was not always enough; note: inactives centre near 1; some results filed as inactive read as strong as hits
V1R ag counter: agonists of human V1a receptor, primary screen, counter-screen for OXTR agonist project, fluorescence, CHO-V1R cells | activation, % at 3 µM | AID 2797, 2010 | Fluo-8 calcium fluorescence, agonist mode; 0% DMSO, 100% 3 nM vasopressin | 0.25% of 320,000 active;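 active = activation above the mean activation of all tested compounds plus 3 SD, per screening run, cut at about 20% in these data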;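 note: signal is peak over basal fluorescence ratio across a 100 second FLIPR read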
Target sequence (P37288 whole entry, looked up): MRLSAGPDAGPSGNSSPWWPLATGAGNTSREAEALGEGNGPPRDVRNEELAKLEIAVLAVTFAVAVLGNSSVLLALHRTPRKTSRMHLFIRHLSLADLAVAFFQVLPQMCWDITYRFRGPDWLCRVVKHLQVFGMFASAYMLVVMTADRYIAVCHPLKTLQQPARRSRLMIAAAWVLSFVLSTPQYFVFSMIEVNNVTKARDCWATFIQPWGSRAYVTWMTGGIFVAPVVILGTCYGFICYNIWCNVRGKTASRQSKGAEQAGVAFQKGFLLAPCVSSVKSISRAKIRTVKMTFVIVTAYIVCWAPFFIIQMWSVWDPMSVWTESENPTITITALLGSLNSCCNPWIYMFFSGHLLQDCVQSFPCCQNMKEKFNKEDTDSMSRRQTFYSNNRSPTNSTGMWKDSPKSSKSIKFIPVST
GPR7 antag: GPR7 receptor antagonists, primary screen, cell-based, fluorescence, single concentration. Neuropeptides B/W receptor type 1 (Homo sapiens), P48145. inhibition, % at 4.4 µM. GPR7-expressing cells, fluorescence antagonist assay. 1.1% of 290,000 active; in the data active = inhibition above about 16%, passing the limit was not always enough;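 note: cells stimulated with the agonist NPW; 0% = agonist with vehicle and 100% = vehicle without agonist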
OXTR ag: human OXTR agonists, primary screen, fluorescence, CHO-OTR cells, Fluo-8 calcium; Fluo-8 calcium fluorescence; normalized: DMSO 0%, oxytocin 100%; activation, % at 3 µM; 0.32% of 320,000 active; AID 2435, 2010;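 active = activation above the mean of all tested compounds plus 3 SD, cutoff set per screening run, cut at about 20% in these data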;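 note: peak over basal fluorescence ratio from a 100 s FLIPR kinetic read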
Target sequence (P30559 whole entry, looked up): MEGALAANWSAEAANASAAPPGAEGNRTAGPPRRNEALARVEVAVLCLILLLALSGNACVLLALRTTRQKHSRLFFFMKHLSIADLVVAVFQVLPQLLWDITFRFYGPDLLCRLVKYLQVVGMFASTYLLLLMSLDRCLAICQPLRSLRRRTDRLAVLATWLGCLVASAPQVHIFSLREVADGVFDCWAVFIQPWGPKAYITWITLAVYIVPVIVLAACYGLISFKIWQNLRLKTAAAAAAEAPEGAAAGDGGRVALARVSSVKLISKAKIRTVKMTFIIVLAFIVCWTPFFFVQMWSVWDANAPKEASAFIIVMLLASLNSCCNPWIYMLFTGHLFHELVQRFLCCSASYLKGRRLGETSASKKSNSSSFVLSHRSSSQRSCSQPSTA
MEKK2 WT-MEK5: modulators of MEK5 binding to wildtype MEKK2, primary screen, biochemical, multiplex bead flow cytometry, Alexa488-MEK5. 1.1% of 290,000 active. binding response (% of control), % at 10 µM. Alexa488-MEK5 binding to MEKK2 WT; actives lie on both sides. Mitogen-activated protein kinase kinase kinase 2 (Homo sapiens), Q9Y2U5; in the data active = binding response below about 67% or above about 130%
OXTR potentiator: human OXTR potentiators, primary screen, fluorescence, CHO-OTR cells, Fluo-8 calcium. Oxytocin receptor (Homo sapiens), P30559. Fluo-8 calcium fluorescence, potentiator mode; 0% = oxytocin EC15, 100% = EC100. activation, % at 3 µM. 0.061% of 320,000 active. AID 2445, 2010;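 active = activation above that plate's cutoff, the mean activation of tested compounds plus 3 SD, cut at about 6.6% in these data, passing the limit was not always enough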;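 note: 100% uses oxytocin at 75 nM as the full agonist control; some results filed as inactive read as strong as hits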
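Replication – single well per compound, singlicate · Assay system – CHO cell line stably expressing human OTR · Timing – 6 min pre-incubation, 100 s read · Measure – normalized max/min fluorescence ratio, % activation · Doses – 3.0 µM, one dose · Detection – Fluo-8 calcium dye fluorescence · Probe or stimulus – oxytocin near EC15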
M18AAP inhibitor: PfM18AAP inhibitors, malaria aminopeptidase, primary screen, biochemical, QFRET, recombinant enzyme; 1.2% of 290,000 active; M18 aspartyl aminopeptidase (Plasmodium falciparum 3D7); inhibition, % at 7.35 µM; H-Glu-NHMec fluorogenic cleavage; AID 1822, 2009;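 active = inhibition above the campaign mean inhibition over all tested compounds plus 3 SD, cut at about 28% in these data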;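 note: 0% = plate median of test compound wells and 100% = 2 mM ZnCl2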
GalR3 antag: GalR3 antagonists in HEK293 cells, primary screen, cell-based, fluorescence readout; 0.44% of 360,000 active; HEK293 GalR3-CNG cAMP membrane potential fluorescence; galR3 body fused to GalR1 C-terminus; inhibition, % at 3 µM; Galanin receptor type 3 (Homo sapiens), O60755;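 active = inhibition above the screen-wide average plus 3 SD, cut at about 13% in these data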;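 note: forskolin and galanin both at EC90 stimulate the cells; cAMP rise reported by CNG channel membrane potential dye signal; 0% = forskolin plus galanin with DMSO and 100% = forskolin alone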
Active calls of the source: *; x = not tested or not shown; [ ] = another dose, or the depositor's remark.

SMILES	NALP1 yeast inh	MEKK2 mut-MEK5	V1R ag counter	GPR7 antag	OXTR ag	MEKK2 WT-MEK5	OXTR potentiator	M18AAP inhibitor	GalR3 antag
COc1ccccc1NC(=O)CN(Cc1ccco1)C(=O)c1cccs1	8	3	-0.7	-11	-0.8	107	1	-11	1
CCCNC(=O)c1ccc2c(=O)c(O)c(-c3ccc(Cl)c([N+](=O)[O-])c3)[nH]c2c1	-21	3	-0.5	x	-0.8	102	-3	x	-3
CCC1(c2ccc(F)cc2)NC(=O)N(CC(=O)N(C)C2CCS(=O)(=O)C2)C1=O (stereo not drawn)	x	x	0.1	x	0.4	x	1	x	-2
Cc1csc(=O)n1CCC(=O)OC(C)C(=O)Nc1ccc(N2CCOCC2)cc1 (stereo not drawn)	x	x	0.3	x	4.6	x	7	x	-5
COc1cc(C(=O)NNC(=S)NC(=O)c2ccc3c(c2)OCO3)cc(OC)c1OC	x	2	0.2	5	7.8	105	-5	-6	-2
Clc1cccc(C2Nc3cccc4cccc(c34)N2)c1	17	3	-0.2	17	-1.5	95	-20	32*	-5
CCOCc1nnc(NC(=O)C2CC(=O)N(CCc3ccc(F)cc3)C2)s1 (stereo not drawn)	5	-6	0.6	-5	1.7	100	4	6	3
O=C(Cc1c(F)cccc1Cl)Nc1ccc(-n2cnnn2)cc1	9	-11	-0.2	-3	0.1	92	-5	-4	-2
Cc1cccc(C)c1OCc1cc(C(=O)N(C)Cc2nc3ccccc3[nH]2)no1	17	4	16	-13	8.8	98	-10	10	-2
C/C(=N\NC(=O)CSc1nnc(C)s1)c1ccc(O)cc1	13	-2	0.7	-6	-0.3	88	-8	9	-3

Part of the list above, set out differently.
Fields: NALP1 yeast inh	MEKK2 mut-MEK5	V1R ag counter	GPR7 antag	OXTR ag	MEKK2 WT-MEK5	OXTR potentiator	M18AAP inhibitor	GalR3 antag
Clc1cccc(C2Nc3cccc4cccc(c34)N2)c1
 : 17	3	-0.2	17	-1.5	95	-20	32*	-5
CCOCc1nnc(NC(=O)C2CC(=O)N(CCc3ccc(F)cc3)C2)s1 (stereo not drawn)
 : 5	-6	0.6	-5	1.7	100	4	6	3

Continued.
SMILES	NALP1 yeast inh	MEKK2 mut-MEK5	V1R ag counter	GPR7 antag	OXTR ag	MEKK2 WT-MEK5	OXTR potentiator	M18AAP inhibitor	GalR3 antag
Cc1cc(Br)ccc1OCCCCNC(C)(C)C	15	4	0.7	7	5.1	117	-8	19	-4
O=c1[nH]c(SCc2cccc(Cl)c2)nc2[nH]ncc12	10	-1	-0.2	-4	-0.7	109	-10	22	0
COCCN(C(=O)Cc1cccs1)C(C(=O)NC1CCCC1)c1cc(OC)c(OC)c(OC)c1 (stereo not drawn)	-22	-8	0.3	-13	-1.6	94	-16	-11	0
CC(=O)C1=C(O)C(=O)N(c2nnn(C)n2)C1c1cccs1 (stereo not drawn)	-25	1	0.6	-9	0.6	100	3	7	-2
O=C(C1CCC(=O)N(C2CC2)C1)N(CCO)Cc1ccccc1 (stereo not drawn)	12	5	-0.3	5	-1.0	99	-1	-7	-7
COc1ccc(CNC(=O)CN(C(=O)c2ccc(CN3CCOCC3)o2)C2CCCC2)cc1	12	-3	-0.8	-7	-2.0	99	-5	2	-11
O=C(NC1CCCCC1)c1ccc(S(=O)(=O)N2CCCC2)cc1	8	6	0.4	-5	-0.1	112	4	6	6
COc1ccc(OC)c(S(=O)(=O)N2Cc3ccccc3CC2C(=O)Nc2nccs2)c1 (stereo not drawn)	-1	1	0.0	-9	-0.1	99	-22	1	0
Cn1c(=O)c2c(-c3ccccc3)n(-c3ccccc3O)cc2n(C)c1=O	0	-5	0.3	-10	0.6	92	-6	12	-5
CCOc1ccccc1NC(=O)CC1Nc2ccccc2NC1=O (stereo not drawn)	15	-6	-0.2	-12	-0.8	95	-6	-1	-1
Cn1ncc(C#N)c1NC(=O)C1CC(c2ccccc2Cl)=NO1 (stereo not drawn)	x	-2	0.3	1	-1.2	94	-16	-11	-1
O=C(CCCSc1nc2ccccc2[nH]1)NCc1ccccc1	19	9	2.5	3	-1.2	107	12*	-6	0
Oc1ccccc1N1CCN(c2ncccn2)CC1	22	-1	0.3	-5	-0.2	97	-3	42*	2
Cc1cc(NC(=O)c2cccnc2Cl)ccc1NC(=O)c1cc2ccccc2o1	6	1	7.7	-3	8.0	101	-26	0	-9
NC(=O)C1CCN(C(=O)c2ccc3c(=O)n(Cc4ccco4)c(SCc4ccc([N+](=O)[O-])cc4)nc3c2)CC1	9	6	0.0	6	0.2	103	-3	3	-8
COC(=O)c1cc2sc(Cl)cc2n1Cc1nc(-c2ccccc2)oc1C	3	-2	0.6	-7	0.8	101	5	1	2
COc1cccc(CNC(=O)c2ccc(COc3ccccc3)cc2)c1	10	-4	3.9	-3	1.8	106	-5	0	-1
CC(C)CCn1cnc2c(cnn2-c2ccc(F)cc2)c1=O	10	1	5.6	6	-1.4	98	-4	4	-5
CC(C)=CCC/C(C)=C/C(=O)O	-3	2	0.5	x	1.0	95	1	x	-4
Cc1ccc(Oc2ccccc2/C=C/C(=O)O)cc1	40	4	0.9	-12	1.2	116	-19	-12	-3
Cc1ccc(N=Cc2c(O)n(-c3cc(Cl)ccc3N3CCOCC3)c(=O)c3ccccc23)cc1C	23	-7	-1.0	-1	-0.6	83	-11	-7	1
Cc1cc(OCc2nc(-c3cccnc3)no2)c(C)cc1Br	30	2	0.8	6	-0.2	101	-1	-3	-4
N#Cc1ccc(OCC(=O)NCCc2ccccn2)cc1	36*	17	1.0	-4	1.0	98	-3	-6	-1
N#CC(=C1Nc2ccccc2N1)S(=O)(=O)c1ccccc1	-5	-10	1.6	-6	0.9	92	-7	-3	-10
CCOC(=O)c1ccc(N2CN=C3SCC(=O)N3C2)cc1	-1	-2	-0.2	2	-0.9	96	-2	2	-1
O=C(NCc1ccccc1)C1=C[C@H](c2ccccc2)C[C@H](OCc2ccc(CO)cc2)O1	x	-4	1.3	x	0.2	99	-9	x	4
CCc1ccc(/C=C2/Sc3ccccc3N(CC(=O)NCCCOC)C2=O)cc1	20	-10	-1.2	6	-1.8	92	0	10	x
CCOC(=O)c1ccccc1NC(=O)COC(=O)CC1CCCCC1	8	6	0.2	-27	-1.0	103	-9	-6	-6
OCCn1c(C(F)(F)F)nc2ccccc21	4	-4	0.4	-11	-0.1	100	-7	-4	-6
CCn1cc(S(=O)(=O)c2ccc(C)cc2)c(=O)c2cc(OC)ccc21	-19	3	1.2	-7	0.1	101	-3	2	-10
CCCCNC(=O)CC1SC(=NCC)N(CC)C1=O (stereo not drawn)	7	1	1.2	-9	0.4	98	-1	-21	-5
Clc1ccc(-c2nnc(-c3ccco3)o2)cc1	9	-2	-0.8	-3	-2.7	99	-9	-14	5
Cc1nc(SCC(=O)N2CCOCC2)c2c(=O)n(C)c(=O)n(C)c2n1	x	6	0.4	-8	0.6	103	-2	0	8
CCOC(=O)c1nc(C)[nH]c1C(=O)OCC	11	-2	-0.7	3	0.2	97	-6	-1	-3
CC1=C(C(=O)NC(C)c2ccc3c(c2)OCCO3)C2(CCC(C)CC2)OC1=O (stereo not drawn)	5	4	-0.8	-12	-2.0	101	-8	1	0
Oc1ccc(-c2csc(Nc3ncccn3)n2)c(O)c1	4	1	-0.6	-10	-1.1	96	-16	18	-3
CCCC(=O)C1=C(O)C(C(=O)OC)C(C)(C)CC1=NC (stereo not drawn)	3	-4	0.7	-12	-0.4	103	-6	-6	0
CCN(CC)C(=O)CSc1nc(-c2ccccc2)ccc1C#N	1	-4	-1.6	-4	-2.7	90	-4	-4	-3
CCN(CC)c1ccc(S(=O)(=O)N2CCOCC2)cc1NC(=O)COC(=O)c1ccco1	x	x	0.4	x	-1.8	x	4	x	-5
CCN(C(=O)COC(=O)c1cc(=O)[nH]c2ccccc12)C1CCS(=O)(=O)C1 (stereo not drawn)	x	-14	-0.3	-5	0.6	37*[inhibitor]	-4	4	11
CC(=O)[C@@]1(O)CC[C@H]2[C@@H]3C[C@H](C)C4=CC(=O)CC[C@]4(C)[C@H]3CC[C@@]21C	27	5	0.3	-7	-2.0	100	-6	0	x
O=C(O)c1ccc2c(c1)C(=O)N(c1cccc(-c3nc4ccccc4s3)c1)C2=O	1	-9	0.5	2	-1.0	101	-5	2	-4
c1ccc(CCCc2nc(-c3cccnc3)no2)cc1	8	4	-0.6	1	-1.0	101	-4	-6	-9
CCOC(=O)C1=C(O)CSC1=Nc1ccc(Cl)cc1	0	-1	-1.0	1	-2.1	102	7	0	-6
CCOC(=O)c1cc(C#N)c(N2CCCC2)nc1-c1ccccc1	-8	1	-0.6	-6	-1.1	107	-11	5	4
CCOC(=O)C1CCN(C(=O)Cc2cccc3ccccc23)CC1	8	2	0.0	3	0.7	98	-9	1	16*
CN1CCN(C(=O)CSc2cc(=O)n(C)c3ccccc23)CC1	18	2	1.2	-16	0.4	103	-3	-4	-6
CCC(=O)c1cc2c(C)cc(=O)oc2c(C)c1OC	12	0	2.2	-9	-1.2	98	-3	7	-3
O=C(Nc1cc(=O)[nH]c2nc(-c3ccc(Cl)cc3)nn12)c1ccccc1	x	1	-0.3	-6	-1.0	103	-5	-11	x
Cc1nc2ccc(NC(=O)c3c(-c4ccccc4)noc3C)cc2s1	-5	2	-0.3	-1	-0.8	99	-7	-8	1
Later entries.
SMILES	NALP1 yeast inh	MEKK2 mut-MEK5	V1R ag counter	GPR7 antag	OXTR ag	MEKK2 WT-MEK5	OXTR potentiator	M18AAP inhibitor	GalR3 antag
CCn1c(C)nc2cc(C(=O)NNS(=O)(=O)c3cc(Br)ccc3Br)ccc21	-3	-5	-0.5	-20	-0.5	95	-2	-1	7
Cc1c(O)c(S(=O)c2ccccc2)c(=O)n(-c2ccccc2)c1-c1ccccc1 (stereo not drawn)	29	-3	0.7	-8	-0.5	94	-2	10	-8
O=C(Nc1ccccc1)N1CCSCC1	-9	8	0.8	-20	0.5	93	5	-4	1
CCn1cc(Br)c(C(=O)Nc2sc3c(c2C(N)=O)CCCC3)n1	10	7	-0.3	-11	-1.0	106	3	7	x
Clc1cnc(N/N=C/c2ccncc2)c(Cl)c1	9	4	-1.8	-8	-1.9	100	-3	10	-8
CC(C)=CCC[C@](C)(O[C@@H]1O[C@H](CO[C@@H]2OC[C@@H](O)[C@H](O)[C@H]2O)[C@@H](O)[C@H](O)[C@H]1O)C1CC[C@]2(C)C1[C@H](O)CC1[C@@]3(C)CC[C@H](O[C@@H]4O[C@H](CO)[C@@H](O)[C@H](O)[C@H]4O)C(C)(C)C3CC[C@]12C (stereo partly drawn)	x	x	0.3	x	0.2	x	8	x	-5
